RGS4 inhibitor: blocks human RGS4-accelerated GTP hydrolysis. Potency, µM (doses to about 114 µM), without a hit: top-dose activity change, negative = inhibition, hits mostly inhibitors. AID 504845. Transcreener GDP fluorescence polarization, RGS4-accelerated GTP hydrolysis. 0.039% of 390,000 active; also: potency is read from the fitted curve at half-maximal effect; % is scaled to controls: 0 for no effect and ±100 for the full control effect; nearly all actives have a fitted effect of over 75% in size; some results filed as inactive show a strong effect at the top dose
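MLSMR compounds (23 nl, pin-transferred) preincubated 10 min at room temperature with a 500nM (2x) first reagent, then RGS4 at 900nM (2x) plus Transcreener GDP mix added; fluorescence polarization (620/688 nm) read before and after 90 min at 30 °C.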
G9a inh: G9a (human) methyltransferase inhibition; Potency, µM (doses to about 102 µM), without a hit: at the top dose activity, negative = inhibition, actives largely listed as inhibitors; G9a H3K9 monomethylation, AlphaScreen, 2 h; 8.8% of 350,000 active; Q96KQ7; also: potency is read from the fitted curve at half-maximal effect; % is scaled to controls: 0 for no effect and ±100 for the full control effect; nearly all actives have a fitted effect of over 75% in size
Target sequence (Q96KQ7 913-1193 limits assumed): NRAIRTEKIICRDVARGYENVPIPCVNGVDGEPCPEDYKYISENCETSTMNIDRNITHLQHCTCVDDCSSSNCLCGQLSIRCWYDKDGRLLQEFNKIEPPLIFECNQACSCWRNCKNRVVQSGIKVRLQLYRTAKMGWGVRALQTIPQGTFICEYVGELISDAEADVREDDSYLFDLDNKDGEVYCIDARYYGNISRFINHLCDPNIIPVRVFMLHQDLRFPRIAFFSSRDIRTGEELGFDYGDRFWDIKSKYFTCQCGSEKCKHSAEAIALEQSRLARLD
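G9a (20 nM) was preincubated 15 min with compound, then reacted 2 h at room temperature with 500 nM biotin-H3K9 peptide and 20 µM SAM. Monomethyl-H3K9 detected by AlphaScreen using anti-H3K9me1 antibody.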
ERG Ets-DNA blk: inhibitors of human ERG Ets domain-DNA interaction; 0.028% of 370,000 active; P11308; Potency, µM (highest dose often 76.9 µM), without a hit: at the highest dose FP activity, negative = inhibition, most hits filed as inhibitors; AID 624246; fluorescence polarization, His-ERG Ets domain / labelled DNA; active = well fitted inhibition curve with a large enough effect in the polarisation, with a control signal flat; inconclusive = small, poorly fitted or top-dose-only effect, or effect the other way, or a change in a side signal; inactive = no such curve, though single readings can be large or run the other way; the % refers to the polarisation;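 also: polarization taken with two DNA probes labelled with fluorescein and Texas red; potency is read from the fitted curve at half-maximal effect; % of control where 0% means no effect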
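His-tagged ERG Ets domain (1 uM in the protein solution; 300mM KCl, 50mM Tris-HCl, 1mM EDTA, 1mM DTT, pH 7.5) received compound, then a probe mix of 5 nM fluorescein-DNA and 100nM Texas-615-DNA. Fluorescence polarization was read for both dyes.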
PI4K2A block: PI4K2A (human) kinase inhibition; 0.13% of 420,000 active; activity change, negative = inhibition, % at 76.9 µM; Q9BTU6; purified PI4K2A, ADP-Glo luminescence, 1 h; stronger effect = lower value; in the data active = activity change below about -50%; inconclusive = mostly about -30% to -49%;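 also: -100% = wells without enzyme as full effect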
Target sequence (Q9BTU6 whole entry, looked up): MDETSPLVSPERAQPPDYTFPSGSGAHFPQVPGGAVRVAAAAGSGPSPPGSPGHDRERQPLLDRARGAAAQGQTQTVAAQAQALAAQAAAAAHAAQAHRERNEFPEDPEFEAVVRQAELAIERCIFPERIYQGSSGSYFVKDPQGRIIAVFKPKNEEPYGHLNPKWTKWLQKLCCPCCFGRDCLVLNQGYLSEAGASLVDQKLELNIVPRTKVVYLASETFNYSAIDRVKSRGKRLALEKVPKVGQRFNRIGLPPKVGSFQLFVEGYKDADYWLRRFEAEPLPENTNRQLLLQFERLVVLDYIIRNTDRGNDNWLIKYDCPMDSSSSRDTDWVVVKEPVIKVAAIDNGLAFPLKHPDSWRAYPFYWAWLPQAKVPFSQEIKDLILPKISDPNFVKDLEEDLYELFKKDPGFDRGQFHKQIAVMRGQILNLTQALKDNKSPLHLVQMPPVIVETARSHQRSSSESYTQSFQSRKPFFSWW
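ADP-Glo luminescence measured ADP generated by PI4K2A enzyme (4 ug/mL before mixing) with 1.2 mM PI substrate (pre-mix) and 300 microM ATP (pre-mix). Tris pH7.5 buffer with MgCl2, Triton X-100; 1 h reaction at ambient temperature.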
HP1b chromo inh: blocks HP1-beta chromodomain binding to methylated histone tails | P83916 | AID 540317 | Potency, µM (doses to about 114 µM), for the others: at the highest dose activity change, negative = inhibition, hits mostly inhibitors | AlphaScreen HP1-beta / biotin-H3K9me3 peptide binding | 0.56% of 390,000 active; also: potency is read from the fitted curve at half-maximal effect; nearly all actives have a fitted effect of over 70% in size; inactives centre near 23
Target sequence (P83916 whole entry, looked up): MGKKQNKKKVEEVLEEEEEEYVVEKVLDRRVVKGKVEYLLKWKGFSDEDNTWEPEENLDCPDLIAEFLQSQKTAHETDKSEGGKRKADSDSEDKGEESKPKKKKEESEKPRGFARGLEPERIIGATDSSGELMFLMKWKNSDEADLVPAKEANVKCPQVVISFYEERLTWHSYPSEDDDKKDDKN
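Compound inhibition of the preformed complex between 50 nM HP1-beta and 50 nM biotinylated H3K9me3 peptide was read by AlphaScreen. Buffer was PBS pH 7.4 with 0.01% Tween-20. Incubations ran 30 min at room temperature, with 10 ug/mL donor/acceptor beads.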
JMJD2A Tudor inh: inhibitors of human JMJD2A Tudor domain. AlphaScreen JMJD2A-Tudor / H3K4me3 peptide binding. Potency, µM (titrated, usually from 114 µM), for the others: at the top dose activity change, negative = inhibition, actives largely listed as inhibitors. O75164. 4.4% of 390,000 active. AID 504339; also: potency is read from the fitted curve at half-maximal effect; % is scaled to controls: 0 for no effect and ±100 for the full control effect; nearly all actives have a fitted effect of over 50% in size
BAZ2B block: blocks human BAZ2B; Q9UIF8; AlphaScreen BAZ2B-H3K14Ac peptide displacement; Potency, µM (titrated, usually from 114 µM), for the others: top-dose activity change, negative = inhibition, most hits filed as inhibitors; 4.4% of 360,000 active; also: potency is read from the fitted curve at half-maximal effect; % is scaled to controls: 0 for no effect and ±100 for the full control effect; nearly all actives have a fitted effect of over 60% in size
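AlphaScreen displacement: compounds (up to 110uM) incubated 30 min at room temperature with a preformed 50 nM BAZ2B/50 nM biotinylated H3K14Ac peptide complex in PBS pH 7.4 with Tween-20. Donor and acceptor beads at 10 ug/mL final added, 20 min light-protected before reading.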
GLS inhibitor: blocks human kidney-isoform glutaminase activity. O94925. GLS enzymatic activity, qHTS titration. Potency, µM (highest dose often 45.5 µM), without a hit: top-dose activity change, negative = inhibition, actives largely listed as inhibitors. 0.21% of 410,000 active. AID 624170; also: potency is read from the fitted curve at half-maximal effect; % is scaled to controls: 0 for no effect and ±100 for the full control effect
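hKGA in 45 mM KH2PO4 (pH 8.2), 0.02% Tween-20 with compound, then 1mM L-Glutamine (stock as added) plus glutamate oxidase/HRP/Amplex red coupling mix. Fluorescence read initially and after 30 min at RT; signal change reflects glutamate formation.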
ALOX12 inh: ALOX12 (human) lipoxygenase inhibition. P18054. purified 12hLO, xylenol orange hydroperoxide absorbance. Potency, µM (series often up to 108 µM), for the others: top-dose activity change, negative = inhibition, hits mostly inhibitors. 1.1% of 580,000 active. AID 1671190; also: potency is read from the fitted curve at half-maximal effect; % is scaled to controls: 0 for no effect and ±100 for the full control effect
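Hydroperoxide product was detected by ferrous iron/xylenol orange as the 573 to 405 nm absorbance ratio. Arachidonic acid at 40 uM (final) was turned over for 30 min at room temperature by 150 nM human 12hLO, pH 7.0 Hepes buffer, after 15 min compound preincubation.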
The depositor's hits bear a star; & = joins results of further samples; [ ] = dose if it differs, or a comment. Unless noted, calls follow the shape of the dose curve; as a rule, active = well fitted curve in the direction sought with a large enough effect; inconclusive = small, poorly fitted or top-dose-only effect, or another doubt; inactive = no such curve, though single readings can be large; an effect the other way counts as inactive or inconclusive. An excerpt; the hit share may differ from the screen's.

For N/C(=N\OC(=O)c1ccc(Cl)cc1[N+](=O)[O-])c1ccccn1 the results were RGS4 inhibitor 16%, ERG Ets-DNA blk 5%, PI4K2A block -5, HP1b chromo inh 13%, JMJD2A Tudor inh inconclusive, BAZ2B block -13%, GLS inhibitor 3% and ALOX12 inh 9%.
For CCCCCOc1ccc(C(=O)NC(CCC)C(=O)O)cc1 (stereo unspecified) the results were RGS4 inhibitor 2%, G9a inh 16%, ERG Ets-DNA blk -5%, PI4K2A block -1, HP1b chromo inh 27%, JMJD2A Tudor inh -13%, BAZ2B block 6%, GLS inhibitor -4% and ALOX12 inh 2%.
For COc1ccc2c(c1)C(=O)CC(c1ccccc1F)O2 (stereo unspecified) the results were RGS4 inhibitor -11%, G9a inh 62%[activator][59 µM], ERG Ets-DNA blk -2%, PI4K2A block -8, HP1b chromo inh 171%[activator], JMJD2A Tudor inh 88%[activator], BAZ2B block 41%[activator], GLS inhibitor 28% and ALOX12 inh 377%[activator].
Cc1ccc(CS(=O)(=O)Cc2ccc(C(=O)NCCc3ccccc3)o2)cc1 was read as RGS4 inhibitor 20%, G9a inh 10%[0.0925 µM], ERG Ets-DNA blk 12%, PI4K2A block -1, HP1b chromo inh 28%, JMJD2A Tudor inh -8%, BAZ2B block 3%, GLS inhibitor -11% and ALOX12 inh -3%.
`COc1ccc(NS(=O)(=O)c2ccc(O)c(C(=O)OCC(=O)N3CC(C)OC(C)C3)c2)cc1` (stereo unspecified) gave RGS4 inhibitor 9%, G9a inh 3%, ERG Ets-DNA blk 3%, PI4K2A block -5, HP1b chromo inh 18%, JMJD2A Tudor inh -2%, BAZ2B block 12%, GLS inhibitor 14% and ALOX12 inh 0%.
CC1CN=C(NC(=O)c2cccc([N+](=O)[O-])c2)S1 (stereo unspecified) was read as RGS4 inhibitor 21%, G9a inh 80%[activator], ERG Ets-DNA blk -10%, PI4K2A block 2, HP1b chromo inh 22%, JMJD2A Tudor inh -15%, BAZ2B block -31%, GLS inhibitor 4% and ALOX12 inh 0%.
For OCC[C@@H]1C[C@@H](O)[C@H](O)[C@]2(CCCc3ccccc3O2)O1 the results were RGS4 inhibitor 2%, G9a inh -5%, ERG Ets-DNA blk 2%, PI4K2A block -1, HP1b chromo inh 43%[activator], JMJD2A Tudor inh -6%, BAZ2B block -30%, GLS inhibitor 12% and ALOX12 inh 1%.
COCCn1c(SCC(=O)NC(=O)NCc2ccccc2)nc2ccccc2c1=O was read as RGS4 inhibitor 4%, G9a inh 5%[12.7 µM], ERG Ets-DNA blk 11%, PI4K2A block -2, HP1b chromo inh 22%, JMJD2A Tudor inh -15%, BAZ2B block -5%, GLS inhibitor 3% and ALOX12 inh -3%.
`COc1ccc(-c2cc(C(=O)OC3CCOC3=O)c3ccccc3n2)cc1` (stereo unspecified) gave RGS4 inhibitor 25%, G9a inh 33%, ERG Ets-DNA blk 0%, PI4K2A block 8, HP1b chromo inh 72%[activator], JMJD2A Tudor inh 9%, BAZ2B block 4%, GLS inhibitor 8% and ALOX12 inh inconclusive.
Screening CCOc1ccc(C(=O)NCC2CCN(CC3CCCCC3)CC2)cc1 returned RGS4 inhibitor 17%, ERG Ets-DNA blk 1%, PI4K2A block 2, HP1b chromo inh 4%, JMJD2A Tudor inh -3%, BAZ2B block -10%, GLS inhibitor 9% and ALOX12 inh 0%.
CS(=O)(=O)Nc1ccc(C(=O)N2CC(=O)Nc3ccccc32)cc1 was read as RGS4 inhibitor 9%, G9a inh 4%, ERG Ets-DNA blk 0%, PI4K2A block 2, HP1b chromo inh 44%, JMJD2A Tudor inh -3%, BAZ2B block -16%, GLS inhibitor 1% and ALOX12 inh 0%.
Screening O=C(Nc1c(C(=O)O)[nH]c2ccccc12)c1cccc(C(F)(F)F)c1 returned RGS4 inhibitor -25%, G9a inh inconclusive, ERG Ets-DNA blk -5%, PI4K2A block -2, HP1b chromo inh inconclusive, JMJD2A Tudor inh -25%, BAZ2B block -29%, GLS inhibitor 3% and ALOX12 inh 9%.
CCOc1ccccc1NC(=O)Cn1nnc(C(=O)NCc2cccs2)c1N was read as RGS4 inhibitor -8%&-4%, G9a inh 18%, ERG Ets-DNA blk 6%&2%, PI4K2A block -9&-4, HP1b chromo inh 6%[57 µM], JMJD2A Tudor inh -6%&-22%, BAZ2B block -13%, GLS inhibitor -2%&-2% and ALOX12 inh inconclusive.
`CC(=O)Nc1ccc(NC(=O)CC(C)n2ccc(C)n2)cc1` (stereo unspecified) gave RGS4 inhibitor 6%, G9a inh 3%[59 µM], ERG Ets-DNA blk 2%, PI4K2A block 3, HP1b chromo inh -10%, JMJD2A Tudor inh -22%, BAZ2B block -14%, GLS inhibitor 4% and ALOX12 inh -13%.
For Cc1nc2c(=O)n(C)c(=O)[nH]c2n1Cc1ccccc1 the results were RGS4 inhibitor 41%, G9a inh inconclusive, ERG Ets-DNA blk -13%, PI4K2A block 2, HP1b chromo inh 8%, JMJD2A Tudor inh -18%, BAZ2B block -8%, GLS inhibitor -1% and ALOX12 inh inconclusive.
`COc1ccc2c(c1)CC(C(=O)Nc1ccc(Cl)cc1)/C(=N/O)O2` (stereo unspecified) gave RGS4 inhibitor 16%, G9a inh 23%, ERG Ets-DNA blk 9%, PI4K2A block 2, HP1b chromo inh 35%, JMJD2A Tudor inh -14%, BAZ2B block 3%, GLS inhibitor 0% and ALOX12 inh 53%.
`CCOCCCNC(=O)c1ccc(Cn2c(=S)[nH]c3c([nH]c4ccc(OC)cc43)c2=O)cc1` gave RGS4 inhibitor -9%[56.9 µM], G9a inh inconclusive, ERG Ets-DNA blk -16%, PI4K2A block 3, HP1b chromo inh 15%, JMJD2A Tudor inh -26%, BAZ2B block -2%, GLS inhibitor inconclusive and ALOX12 inh -12%.
O=C(NCCc1csc(-c2cccnc2)n1)c1cccs1 was read as RGS4 inhibitor -12%, G9a inh -7%[59 µM], ERG Ets-DNA blk 9%, PI4K2A block -6, HP1b chromo inh 38%, JMJD2A Tudor inh -8%, BAZ2B block 3%, GLS inhibitor 2% and ALOX12 inh 28%.
For COc1ccc(NC(=O)CCS(=O)(=O)c2ccc3nc(C)sc3c2)cc1Cl the results were RGS4 inhibitor -2%, G9a inh -5%[59 µM], ERG Ets-DNA blk -3%, PI4K2A block -1, HP1b chromo inh 54%[activator], JMJD2A Tudor inh 1%, BAZ2B block -5%, GLS inhibitor 7% and ALOX12 inh 0%.
Screening O=C1NN(c2cccc(Br)c2)C(=O)/C1=C/c1cccs1 returned RGS4 inhibitor -11%, G9a inh inconclusive, ERG Ets-DNA blk -6%, PI4K2A block -8, HP1b chromo inh 7%, JMJD2A Tudor inh inconclusive, BAZ2B block inconclusive, GLS inhibitor -15% and ALOX12 inh 3%.
CCCCCNCc1ccc(OCc2ccc(Cl)nc2)c(OC)c1 was read as RGS4 inhibitor 14%, G9a inh 13%[59 µM], ERG Ets-DNA blk -5%, PI4K2A block 4, HP1b chromo inh 12%, JMJD2A Tudor inh -17%, BAZ2B block 3%, GLS inhibitor 2% and ALOX12 inh -4%.
Cn1c(C(C#N)C(=O)Cc2cccc3ccccc23)nc2ccccc21 (stereo unspecified) was read as RGS4 inhibitor 19%, G9a inh -4%[59 µM], ERG Ets-DNA blk 3%, PI4K2A block -7, HP1b chromo inh 27%, JMJD2A Tudor inh -17%, GLS inhibitor 4% and ALOX12 inh 6%.
For CC(=O)Oc1ccc(-c2csnn2)cc1 the results were RGS4 inhibitor -5%, G9a inh 22%[59 µM], ERG Ets-DNA blk 5%, PI4K2A block 0, HP1b chromo inh 26%, JMJD2A Tudor inh -2%, BAZ2B block 5%, GLS inhibitor 4% and ALOX12 inh 23%.
For Cc1cc(C)cc(C(=O)Nc2ccc(NC(=O)Cc3ccccc3)cc2)c1 the results were RGS4 inhibitor 10%, G9a inh -8%, ERG Ets-DNA blk 14%, PI4K2A block -9, HP1b chromo inh 23%, JMJD2A Tudor inh -11%, BAZ2B block -20%, GLS inhibitor -1% and ALOX12 inh 17%.
O=C(Nc1ccc(F)cc1)Nc1sccc1-c1nc2ccccc2s1 was read as RGS4 inhibitor -53%, G9a inh 9%, ERG Ets-DNA blk 2%, PI4K2A block -2, HP1b chromo inh 19%, JMJD2A Tudor inh -12%, BAZ2B block -2%, GLS inhibitor -11% and ALOX12 inh 0%.
Nc1nc(SCC(=O)NC2CCCCC2)[nH]c(=O)c1-c1ccccc1 was read as RGS4 inhibitor 2%, G9a inh -2%, PI4K2A block -4, HP1b chromo inh 44%[activator], JMJD2A Tudor inh -1%, BAZ2B block 6%, GLS inhibitor -3% and ALOX12 inh -20%.
For O=c1c2ccccc2nnn1CSc1nnc(Nc2ccccc2)s1 the results were RGS4 inhibitor 7%, G9a inh 45µM*, ERG Ets-DNA blk 0%, PI4K2A block 1, HP1b chromo inh 24%, JMJD2A Tudor inh 1%, BAZ2B block -4%, GLS inhibitor -8% and ALOX12 inh 0%.
For COc1ccc(C2=NN(C(=O)c3cccc([N+](=O)[O-])c3)C(c3cccc([N+](=O)[O-])c3)C2)cc1 (stereo unspecified) the results were RGS4 inhibitor 10%, G9a inh inconclusive, ERG Ets-DNA blk -5%, PI4K2A block -5, HP1b chromo inh 7%, JMJD2A Tudor inh -24%, BAZ2B block 1%, GLS inhibitor -1% and ALOX12 inh 20%.

Assay outcomes deposited in PubChem by National Center for Advancing Translational Sciences (NCATS).
